Screens as filed in PubChem.
E coli WT exp: blocks growth of wild type E. coli BW25113; OD600 absorbance; growth inhibition, % at 100 µM; 98,000 compounds, 0.15% hits;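 active = growth inhibition above about 50% at one test dose, limit read from the data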;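 note: growth measured after 20 h incubation at 37 °C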
hDAT+cocaine: changed human dopamine transporter uptake under cocaine IC80 | 110,000 compounds, 1.3% hits | LLC-PK1 hDAT cells, [14C]-dopamine uptake with cocaine IC80; actives deviate in either direction | B-score at 10 µM;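 active = Z score or B-score, a plate-position-corrected score, falls beyond the plate's 99.7% confidence bounds, in either direction; inactive = both scores lie inside the 99.7% bounds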;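 note: scored against the spread of the other compound wells on the same plate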
IL1B cytotox: toxic to HUVEC cells under IL-1B stimulation; 94,000 compounds, 0.41% hits; HUVEC cell count loss, Hoechst imaging, IL-1B stimulated; cell count reduction, % at 2 µM;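 active = cell count reduction more than 3 SD above the screen-wide mean, cut at about 70% in these data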;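 note: normalized per plate to untreated control cells as the no-loss baseline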
HUVEC tox TNFa: HUVEC cytotoxicity counter-screen, TNF alpha stimulated; HUVEC TNFalpha-stimulated, Hoechst cell count, imaging; cell count reduction, % at 2 µM; 93,000 compounds, 0.17% hits; AID 848;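 active = cell count reduction exceeding the screen mean by over 5 SD, scaled to untreated wells per plate, cut at about 78% in these data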;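 note: cells counted after 24 h of TNF alpha exposure following the 1 h pretreatment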
PLK1 inh: PLK1 (human) kinase inhibition | recombinant PLK1 kinase, TR-FRET peptide phosphorylation | inhibition, % at 10 µM | 97,000 compounds, 0.53% hits | AID 619;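 active = inhibition of 50% or more in the single-concentration screen; inactive = inhibition below 50%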;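 note: 0% = DMSO max control and 100% = H-89 dihydrochloride min control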
PLK1 PBD inh: blocks phosphopeptide binding to human Plk1 polo box domain; P53350; Plk1 PBD phosphopeptide binding, fluorescence polarization; inhibition, %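 (tested at about 20 µM)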; 97,000 compounds, 0.13% hits; in the data active = inhibition above about 34%, passing the limit was not always enough
VCAM1 TNFa inh: reduces TNF alpha induced VCAM1 expression in HUVEC; HUVEC TNFa-induced VCAM-1 immunofluorescence, high-content imaging; inhibition, % at 2 µM; 95,000 compounds, 0.48% hits;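 active = inhibition above the batch mean plus 3 SD, with images confirmed as a hit by eye, cut at about 37% in these data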;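 note: 0% = TNF-stimulated DMSO wells and 100% = unstimulated control wells; not every result past the cut was called active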
cytoskel mod: alters cytoskeleton assembly in HUVEC cells; 91,000 compounds, 0.18% hits; inhibition, % at 2 µM; AID 836; HUVEC TNFa F-actin phalloidin imaging, high content;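 active = inhibition above the batch mean plus 3 SD and confirmed as a hit by visual image inspection, cut at about 30% in these data, passing the limit was not always enough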; note: strong numbers were not always called active
sEH inh: inhibitors of human soluble epoxide hydrolase; recombinant human sEH enzymatic activity assay; inhibition, % at 2 µM; 91,000 compounds, 0.34% hits; in the data active = inhibition above about 80%; note: values of inactives mirror those of a sister screen read the other way; many of its hits are not listed in these tables
Target sequence (P34913 whole entry, looked up): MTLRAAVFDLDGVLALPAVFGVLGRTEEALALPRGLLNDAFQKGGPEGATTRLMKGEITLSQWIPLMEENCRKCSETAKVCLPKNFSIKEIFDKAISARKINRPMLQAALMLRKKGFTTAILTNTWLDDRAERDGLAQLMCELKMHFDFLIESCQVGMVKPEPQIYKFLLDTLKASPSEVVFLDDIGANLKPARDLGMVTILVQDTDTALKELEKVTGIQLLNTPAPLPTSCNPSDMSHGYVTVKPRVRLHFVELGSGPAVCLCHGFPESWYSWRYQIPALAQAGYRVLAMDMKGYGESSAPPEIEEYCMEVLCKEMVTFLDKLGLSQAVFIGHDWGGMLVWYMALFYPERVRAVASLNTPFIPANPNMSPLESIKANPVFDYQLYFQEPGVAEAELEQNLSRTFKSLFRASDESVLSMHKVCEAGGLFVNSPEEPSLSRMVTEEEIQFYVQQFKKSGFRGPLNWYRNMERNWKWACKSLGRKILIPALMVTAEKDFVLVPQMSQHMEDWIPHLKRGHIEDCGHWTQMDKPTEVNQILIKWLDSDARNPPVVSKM
* marks the source's active call; other numbers are inactive results; . = no result given.

SMILES	cytoskel mod	PLK1 PBD inh	PLK1 inh	VCAM1 TNFa inh	hDAT+cocaine	HUVEC tox TNFa	IL1B cytotox	E coli WT exp	sEH inh
CCOC(=O)C1CCN(C(=O)CSc2cc(=O)n(CC)c3ccccc23)CC1	-10.8	-5.0	-19.4	10.4	0.755	7.3	8.2	2.0	32.5
COC(=O)c1ccccc1NC(=O)CN1CCC(C(=O)c2ccc3c(c2)OCCO3)CC1	19.8	0.8	0.3	14.0	1.71	-22.1	5.4	-4.0	9.9
O=C1CC(SCc2nc3ccccc3[nH]2)C(=O)N1c1cccc(F)c1 (stereo unspecified)	-11.8	1.0	-9.2	11.0	.	2.3	6.1	4.0	-6.5
CCCc1cc(C(=O)Nc2ccc(C)cc2)no1	1.9	0.4	-7.1	16.0	0.297	-11.4	-34.1	-6.0	-0.1
Cc1cccc(NC(=S)NNC(=O)CCn2nc(C)c([N+](=O)[O-])c2C)c1	-3.8	19.6	-12.7	3.5	0.184	-17.1	17.5	.	-3.8
O=C(COc1ccc(Cl)cc1)Nc1ncccn1	8.2	12.2	-8.7	-2.8	-1.09	-1.2	-18.3	13.0	8.1
Clc1cccc(Cl)c1CON/C=N/c1ncnc2sccc12	-12.9	-22.4	-8.8	6.0	-0.388	-0.6	16.3	-11.0	58.5
CC(C)(C)CC(C)(C)NCC(O)COc1c(F)cc(Br)cc1F (stereo unspecified)	20.9	-0.9	-0.7	-3.0	-0.0698	-15.2	-0.8	27.0	4.0
Cc1ccccc1NC(=O)c1cccc(Cn2cc(Br)c([N+](=O)[O-])n2)c1	9.5	-5.2	-3.9	2.8	-0.0581	-2.0	-36.2	2.0	1.4
COc1c2ccoc2nc2c(OC)c(OCC(O)C(C)(C)O)ccc12 (stereo unspecified)	-5.3	-5.2	-12.1	10.6	0.679	-31.6	14.6	0.0	-20.7
CCN(CC)c1ccc(NC(=O)CN2CCN(c3ccccc3F)CC2)cc1	28.2	-7.9	1.7	2.0	-0.0163	-11.1	9.3	-1.0	0.7
CC1(C)C2CC=C(/C=N/n3cnnc3)C1C2 (stereo unspecified)	-41.0	-7.8	-9.2	-0.9	-0.0346	-1.4	-29.8	12.0	1.4
N#CC1=C(N)Oc2cc(Nc3ccccc3)ccc2C1c1ccncc1 (stereo unspecified)	19.5	-12.9	-3.2	-5.5	2.3	-4.2	-28.6	-4.0	-5.0
COC(=O)C1=CNC=C(C(=O)OC)C1c1ccc(Cl)cc1	13.0	4.6	-15.1	13.8	-0.137	-20.5	-33.8	-11.0	-0.6
Cc1ccc(-c2nnc(-n3nnc4ccccc43)c3ccccc23)cc1	-2.0	-16.6	-7.5	-6.8	0.0397	-27.0	-8.0	-7.0	-3.9
CCOc1ccc(C(=O)CCC(=O)O)cc1	17.8	-28.6	-6.8	17.2	0.00484	-1.8	-22.5	-8.0	9.8
CC(CN1CCCCC1)OC(=O)c1ccccc1Cl (stereo unspecified)	-5.6	23.1	-4.3	16.0	-1.88	-13.1	16.2	-2.0	.
O=C(C1CC1c1ccccc1)N1CCN(c2cccc(Cl)c2)CC1 (stereo unspecified)	7.6	1.9	-7.5	6.4	1.97	-9.7	-21.0	-8.0	10.4
Nc1nc(SCC(=O)N2CCCc3ccccc32)[nH]c(=O)c1-c1ccccc1	-1.4	15.6	-11.3	13.9	0.81	1.5	1.6	1.0	8.6
O=S(=O)(c1ccc(Cl)c(Cl)c1)N1CCc2nc3ccccc3n2CC1	-24.2	-18.6	-4.7	8.4	.	-5.0	-1.5	-6.0	-2.2
CCOC(=O)c1c(NC(=O)CSc2nnc(-c3ccco3)o2)sc(C(C)=O)c1C	-1.4	5.6	-1.4	-27.7	0.0294	.	-14.6	-2.0	16.0
Cc1c(C(=O)N2CCN(c3ccccn3)CC2)sc2ncnc(N3CCN(c4ccccc4)CC3)c12	0.5	8.9	-0.2	15.9	2.23	-16.2	-16.0	.	-3.5
Cc1ccc(-c2cc(-c3ccccc3Cl)c(C#N)c(N)n2)o1	-0.4	-55.0	-9.2	5.6	0.105	-10.7	2.3	5.0	13.8
Cc1ccc2nc(NC(=O)Cn3cc4c(n3)CCCCC4)sc2c1	-13.0	9.9	-16.2	6.3	-0.195	0.0	17.5	-2.0	-15.3
Cn1cnnc1SCC(=O)Nc1ccc(Br)cc1F	-8.2	-23.5	-15.0	-12.6	-0.465	-7.8	8.1	9.0	-2.1

Carrying on.
SMILES	cytoskel mod	PLK1 PBD inh	PLK1 inh	VCAM1 TNFa inh	hDAT+cocaine	HUVEC tox TNFa	IL1B cytotox	E coli WT exp	sEH inh
COCCNc1nc(SCC(=O)N2CCN(c3ccccc3)CC2)nc2ccccc12	15.6	1.7	-10.8	3.2	1.94	-26.5	36.6	1.0	0.0
O=C1N=c2ccccc2=C1c1sc(=S)n(CC2CCCO2)c1O (stereo unspecified)	.	9.1	-9.8	18.9	-0.243	-14.2	-1.0	-4.0	19.1
CCOC(=O)C1=C(C)N(C)C(=O)NC1c1cc2c(cc1Br)OCO2 (stereo unspecified)	12.9	-18.1	-13.5	8.8	0.108	-33.9	-1.8	-14.0	-7.0
Cc1ccc(/C=C/C(=O)O)cc1S(=O)(=O)NCCCO	38.0	-10.9	-2.5	-6.4	-0.166	-18.0	-18.6	-5.0	-11.9
CCOC(=O)c1ccc(NC(=O)NC(C)C2CCCO2)cc1 (stereo unspecified)	8.0	14.9	0.1	10.1	0.0591	-10.6	-26.8	9.0	-3.4
Cc1noc(C)c1S(=O)(=O)N1CCC(C(=O)N(C)Cc2ccccc2)CC1	-3.1	-12.5	0.0	36.9	1.56	0.4	-31.3	0.0	-5.1
CCOC(=O)c1ccc2c(c1)N(CC(=O)N1CCCC1)C(=O)C(C)(C)O2	3.3	3.6	-6.6	12.1	-0.698	-39.2	-7.4	-4.0	-4.9
CCOC(=O)CCCCC(=O)c1[nH]c(=O)[nH]c1CSCCO	.	0.2	-2.8	-5.9	-0.0694	-34.4	-2.6	-1.0	-7.8
CC(C)(C)c1ccc(NC(=S)NCc2cccs2)cc1	14.7	-2.0	-13.0	4.6	-0.384	-33.6	-0.3	13.0	8.6
CCOC(=O)CSc1nc2c(c(=O)n(Cc3ccccc3Cl)c(=O)n2C)n1C	13.0	-13.3	-4.8	-17.8	-0.279	-10.6	14.6	1.0	-4.0
COc1cc(NC(=O)Cc2ccccc2)ccc1NC(=O)c1ccco1	-5.3	-23.1	-17.3	8.9	2.24	-36.8	11.0	-3.0	0.4
COc1cc(C(=O)NCCC(=O)NCCCN2CCCCC2C)cc(OC)c1OC (stereo unspecified)	-18.2	5.9	-0.2	1.7	-0.552	-21.4	-6.4	-4.0	-1.6
O=C1CC(N2CCN(c3nc4ccccc4s3)CC2)C(=O)N1Cc1cccs1 (stereo unspecified)	-4.9	-19.1	-5.4	18.9	0.611	0.4	-28.6	-1.0	-5.2
Nc1c2c(nc3ccccc13)CCC2	-3.0	12.9	-4.4	-0.5	-1.17	2.1	-9.5	12.0	-26.2
CCCn1c2ccccc2c2nnc(SCC(=O)Nc3cc(C)on3)nc21	.	-30.7	0.7	-1.2	-0.0721	-5.3	4.4	-2.0	4.3
CC(=O)NC1CC(C)(C)N(OC(C)=O)C(C)(C)C1	1.8	-7.8	-10.0	-8.0	-1.48	-13.0	17.0	-1.0	5.7
CCn1c(-c2ccc(F)cc2)n[nH]c1=S	8.5	9.9	-4.8	-8.6	-0.325	6.6	-6.8	-1.0	8.7
O=c1c2cccnc2[nH]c(=S)n1CCCN1CCN(c2ccccc2F)CC1	3.7	-2.1	-4.5	6.3	.	-15.6	-31.2	-4.0	7.5
CC(=O)c1ccc(NC(=O)CSc2nc3nc(C)cc(C)n3n2)cc1	16.4	-16.9	-3.9	10.0	0.144	-30.9	-38.1	-5.0	-12.3
O=C(CSc1nnnn1-c1cccc(F)c1)Nc1nc2ccccc2s1	2.5	-8.7	-15.8	-1.9	0.609	-24.0	-12.4	.	7.8
O=C(COC(=O)C12CC3CC(CC(O)(C3)C1)C2)NC(=O)NCc1ccco1	5.0	-2.5	-18.8	23.3	0.00746	-9.9	-4.6	3.0	19.7
COc1ccccc1CNC(=O)c1c(O)c2cc(OC)c(OC)cc2[nH]c1=O	4.6	6.9	-29.0	11.8	0.316	-13.8	-23.8	-1.0	.
COc1ccc2cc(CN(CC3COCCO3)S(=O)(=O)c3ccc(Cl)cc3)c(=O)[nH]c2c1 (stereo unspecified)	25.6	-5.6	-15.7	-17.7	0.136	-8.2	7.9	-3.0	2.8
CCc1cc2c(NCCC(=O)O)nc(C)nc2s1	7.4	-11.2	-3.6	18.1	-0.174	-4.8	-20.0	7.0	-12.1
C(=N\N1CCN(C2c3ccccc3-c3ccccc32)CC1)/c1cccs1	8.3	7.7	-2.9	7.5	-0.00378	-4.3	4.5	5.0	28.4

A different layout for some results above.
Results follow in this order: cytoskel mod	PLK1 PBD inh	PLK1 inh	VCAM1 TNFa inh	hDAT+cocaine	HUVEC tox TNFa	IL1B cytotox	E coli WT exp	sEH inh
- O=C1CC(N2CCN(c3nc4ccccc4s3)CC2)C(=O)N1Cc1cccs1 (stereo unspecified)
→ -4.9	-19.1	-5.4	18.9	0.611	0.4	-28.6	-1.0	-5.2
- Nc1c2c(nc3ccccc13)CCC2
→ -3.0	12.9	-4.4	-0.5	-1.17	2.1	-9.5	12.0	-26.2
- CCCn1c2ccccc2c2nnc(SCC(=O)Nc3cc(C)on3)nc21
→ .	-30.7	0.7	-1.2	-0.0721	-5.3	4.4	-2.0	4.3

Later entries
SMILES	cytoskel mod	PLK1 PBD inh	PLK1 inh	VCAM1 TNFa inh	hDAT+cocaine	HUVEC tox TNFa	IL1B cytotox	E coli WT exp	sEH inh
O=C(OCC(O)C(O)COC(=O)c1ccccc1)c1ccccc1 (stereo unspecified)	6.3	23.1	-12.8	-15.7	0.276	10.5	-0.3	4.0	-2.8
Cc1cc(Cl)ccc1OCc1n[nH]c(=S)n1C1CCCCC1	6.9	-16.2	0.3	-0.4	-0.445	-14.3	-7.5	1.0	38.4
COc1ccc(OC)c2c1sc(=NC(=O)c1cccc(N3C(=O)CCC3=O)c1)n2C	4.2	15.7	-158.2	6.4	-0.447	-19.8	5.6	-5.0	-28.6
C/C(=N\NC(=S)NC(C)C)c1ccc(-n2ccnc2)cc1	.	-5.7	6.8	3.2	0.224	-19.3	12.2	-4.0	-0.9
C=CCn1c(SCC(=O)N(C)C2CCS(=O)(=O)C2)nnc1-c1ccncc1 (stereo unspecified)	18.3	-5.1	-2.4	7.1	.	-2.4	-63.7	6.0	-6.7
CCOC(=O)C1C(=O)OC2(CCCC2)C1C(=O)OCC (stereo unspecified)	-13.7	14.7	-4.0	-11.0	-1.74	4.2	4.7	3.0	2.1
O=C(NCC(=O)N(Cc1cccs1)C(C(=O)NC1CCCCC1)c1cccnc1)c1ccco1 (stereo unspecified)	-15.4	-10.0	-7.7	-3.7	0.169	5.7	0.5	.	-2.1
CC(C)(C)CC(=O)N1CCC(c2nc3c(nnn3Cc3c(F)cccc3Cl)c(=O)[nH]2)CC1	14.3	7.0	2.7	11.1	0.949	-28.3	-2.1	8.0	5.2
CC(C)CC(C(=O)NC(=O)NCc1ccccc1)N1C(=O)c2ccccc2C1=O (stereo unspecified)	-6.3	-5.9	-12.4	8.8	0.95	-8.0	-16.1	-7.0	-8.4
COc1ccc(OC)c(C2C(C(=O)c3sc(C)nc3C)=C(O)C(=O)N2CCN2CCOCC2)c1 (stereo unspecified)	59.5	24.3	-4.1	5.5	0.762	2.8	13.5	9.0	-4.1
CC(C)CNC(=O)C1CCN(c2ccc(S(=O)(=O)N3CCOCC3)cc2)CC1	19.6	16.7	-8.7	-2.4	-0.214	-14.0	-35.5	2.0	64.5
CCCc1[nH]nc2c1C(c1ccc(OC(=O)c3ccco3)cc1)C(C#N)=C(N)O2 (stereo unspecified)	-11.3	-19.0	5.3	-11.7	-0.262	5.7	20.4	-11.0	.
